# RXFP1 antagonist: RXFP1 (human) relaxin receptor antagonism; Q9HBX9; HEK293-RXFP1, relaxin-stimulated cAMP HTRF, 30 min; active compounds read low; activity change, negative = inhibition, % at 57.5 µM; hit rate 0.59% among 350,000; AID 1259400;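 active = activity change of -60% or lower, but not beyond a set lower limit; inconclusive = change between -60% and -40%, or beyond the set limit; inactive = change above -40%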; note: % is set by controls: 0 for no effect and ±100 for the full control effect
# Target sequence (Q9HBX9 whole entry, looked up): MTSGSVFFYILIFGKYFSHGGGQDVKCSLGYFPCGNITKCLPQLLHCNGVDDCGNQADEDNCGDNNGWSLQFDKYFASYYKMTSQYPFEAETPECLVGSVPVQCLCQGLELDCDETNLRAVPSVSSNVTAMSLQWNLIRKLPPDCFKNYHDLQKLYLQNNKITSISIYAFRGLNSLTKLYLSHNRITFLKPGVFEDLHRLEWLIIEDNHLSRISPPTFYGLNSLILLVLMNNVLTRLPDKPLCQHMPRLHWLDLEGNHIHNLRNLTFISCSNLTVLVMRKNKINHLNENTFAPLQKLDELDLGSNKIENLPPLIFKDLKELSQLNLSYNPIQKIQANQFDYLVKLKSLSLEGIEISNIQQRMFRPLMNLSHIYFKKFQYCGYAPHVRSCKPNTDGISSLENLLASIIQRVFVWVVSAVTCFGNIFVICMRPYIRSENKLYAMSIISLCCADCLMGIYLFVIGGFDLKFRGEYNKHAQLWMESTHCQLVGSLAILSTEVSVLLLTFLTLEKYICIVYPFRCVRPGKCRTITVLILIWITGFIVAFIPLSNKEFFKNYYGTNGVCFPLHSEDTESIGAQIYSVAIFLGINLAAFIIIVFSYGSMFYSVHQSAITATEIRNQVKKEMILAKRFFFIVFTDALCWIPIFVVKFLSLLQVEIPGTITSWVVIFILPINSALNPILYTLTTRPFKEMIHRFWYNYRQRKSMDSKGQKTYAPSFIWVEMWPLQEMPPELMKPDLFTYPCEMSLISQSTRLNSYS
# D1 antag: human D1 dopamine receptor antagonism; P21728; HEK293 TREx D1 cells, calcium flux, dopamine EC80; active compounds read low; activity change, negative = inhibition, % at 10 µM; hit rate 3.2% among 360,000; in the data active = activity change below about -30%; note: % is set by controls: 0 for no effect and ±100 for the full control effect
#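 Cells carrying a force-coupled, tetracycline-inducible human D1 receptor report calcium flux. Each well gets a 10 s baseline, compound with 180 s monitoring, then an EC80 dopamine stimulus with a second 180 s kinetic read.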
# D1 agonist: agonists of human D1 dopamine receptor. P21728. HEK293 T-REx D1 cells, calcium flux, agonist mode. activation, % at 2 µM. hit rate 1% among 360,000; in the data active = activation above about 30%; note: 0% is about no effect
#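 Tetracycline-induced HEK293 TREx D1 cells, force-coupled to calcium signalling, were dye-loaded with a no-wash calcium kit. Compound was pin-added after a 10 s baseline. Fluorescence was read kinetically at 1 cycle/s for 180 s, with calcium rises flagged as agonism.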
# D2 potentiator: positively modulates the human D2 dopamine receptor allosterically | potentiation, % at 10 µM | hit rate 0.34% among 340,000 | HEK293 T-REx D2, calcium flux, EC20 dopamine potentiation | P14416;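 active = potentiation over 3 SD above the plate norm, cut at about 30% in these data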; note: 0% is about no effect
#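 Potentiation of an EC20 dopamine calcium response is measured in a force-coupled, tetracycline-inducible Hek293 Trex D2 line. Compound-only kinetic reads over 180 s flag agonists before dopamine addition.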
# RXFP1 agonist: activates the human relaxin receptor RXFP1. HEK293T-RXFP1 cAMP TR-FRET, 30 min; response scale: percent of porcine relaxin response, buffer zero. Q9HBX9. hit rate 0.3% among 370,000. Potency, µM (highest dose often 57.5 µM), for inactives: top-dose activation, hits mostly activators. AID 2676; active = well fitted activation curve with a large enough effect; inconclusive = small, poorly fitted or top-dose-only effect; note: potency is the fitted concentration of half-maximal effect; % is set by controls: 0 for no effect and ±100 for the full control effect; nearly all actives have a fitted effect of over 60% in size; many of its hits are not listed in these tables
#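 Agonist response is measured as cAMP accumulation in an RXFP1-transfected HEK293T line under PDE4 inhibition. Values are scaled between buffer-only and 29 nM porcine relaxin, and EC50s come from standard Hill equation fits.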
# TRHR enhancer: allosterically enhances the human TRH receptor; P34981; TRHR cells, fluo-8 calcium fluorescence, EC20 TRH enhancement; enhancement, % at 2 µM; hit rate 0.66% among 360,000; AID 493056; in the data active = enhancement above about 30%; note: 0% is about no effect
#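 Enhancer read-out: after compound pinning and an initial kinetic agonist-mode read, an EC20 of TRH (10 nM final) was injected and fluo-8 calcium signal (Ex 480/Em 530) followed at 1 s/cycle for 100 cycles in TRHR-expressing cells.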
# D1 potentiator: potentiators of human D1 dopamine receptor. HEK293 TREx D1 cells, calcium flux, dopamine EC20 potentiation. hit rate 0.036% among 360,000. potentiation, % at 10 µM; in the data active = potentiation above about 30%; note: 0% is about no effect
# D2 agonist: activates the human D2 dopamine receptor; HEK293 T-REx D2 cells, calcium flux agonist mode; activation, % at 2 µM; P14416; hit rate 0.53% among 340,000;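 active = activation over 3 SD above normal in the single-dose calcium agonist read, cut at about 30% in these data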; note: 0% is about no effect
#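 In this primary screen, compounds producing a positive calcium signal within 180 s of addition to tetracycline-induced, force-coupled HEK293 Trex D2 cells are flagged; cells are dye-loaded with a no-wash calcium kit beforehand.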
# D2 antag: D2 dopamine receptor (human) antagonism; hit rate 2% among 340,000; inhibition, % at 10 µM; HEK293 TREx D2 cells, calcium flux, dopamine EC80; in the data active = inhibition above about 30%; note: 0% is about no effect
#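 Read-out: kinetic calcium fluorescence (1 cycle/s) in inducible HEK293 T-REx D2 cells after an EC80 dopamine addition that followed 180 s compound preincubation. Loss of the dopamine response indicates antagonism.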
# Active calls of the source: *; ? = inconclusive; · = no result given.
SMILES,RXFP1 antagonist,D1 antag,D1 agonist,D2 potentiator,RXFP1 agonist,TRHR enhancer,D1 potentiator,D2 agonist,D2 antag
Cc1ccc(CNC(=O)CSc2nc3ccsc3c(=O)n2-c2ccc(Br)cc2)cc1,13,12,6,-2,?,-8,-1,0.7,·
Cc1ccc(C(=O)Cn2nnc3c(sc4nc5c(c(-c6ccccc6)c43)CCC5)c2=O)cc1,2,2,2,4,0.7%,4,2,0.2,4
COc1cccc(C(=O)N2CCN(Cc3ccco3)CC2)c1OC,-6,-18,2,-4,2.9%,1,2,0.7,-3
CC(=O)N1CCN(c2ccc(NC(=O)c3ccc4c(c3)OCCO4)cc2Cl)CC1,-38,1,3,10,-0.6%,-3,-3,0.0,-1
Cc1cccc(CNS(=O)(=O)c2ccc(-c3ccc(=O)[nH]n3)s2)c1,-5,0,3,10,0.8%,6,-8,1.2,-10
Cc1cc(CNC(=O)c2ccc3nc(Cc4ccccc4F)oc3c2)nn1C,0,4,2,2,-1.6%,-3,0,-0.2,13
Cc1cccc(-c2nc3cc(NC(=O)C4CCCO4)ccc3o2)c1 (stereo not drawn),-9,14,6,2,-0.5%,11,-5,-1.1,13
CCOC(=O)CC1C(=O)NCCN1C(=O)c1cccc(C(F)(F)F)c1 (stereo not drawn),-3,7,1,7,3.5%,0,5,-1.0,2
COc1cccc(CNC(=O)CCS(=O)(=O)c2ccc3c(c2)NC(=O)CO3)c1,2,-7,5,-14,0.0%,3,9,1.1,-8
c1ccc(-c2ccc(OCCCn3cncn3)cc2)cc1,2,-21,10,-8,0.8%,-11,-6,-0.6,2
COc1ccc(OC)c(CN2CCN(CCCc3ccccc3)C(CCO)C2)c1 (stereo not drawn),0,21,-3,-35,-1.0%,3,-4,0.8,69*
O=C(COC(=O)CCSc1ccccc1)NCc1ccc(F)cc1,-9,6,1,3,3.1%,4,0,-0.6,-5
Cc1cc(C)cc(C(=O)N(Cc2nc(-c3ccc(Cl)cc3)no2)C(C)C)c1,·,-8,8,0,0.1%,-5,-4,0.8,·
CCc1ccc2oc(C(=O)Nc3nc(-c4ccccc4)ns3)c(C)c2c1,-6,5,0,0,0.6%,0,1,-0.1,·
Nc1ccc(-c2cc(-c3cccc(N)c3)nc(-c3ccccc3)n2)cc1,2,-10,1,-17,6.1%,-5,-13,2.2,7
COc1ccc(NC(=O)Cc2nnc(N)s2)cc1,-12,-4,3,23,1.3%,-3,0,0.2,17
CCCOc1ccc(/C=N/NC(=O)C2CCCN2S(=O)(=O)c2ccc(Cl)cc2)cc1 (stereo not drawn),-20,-6,4,8,1.5%,3,-1,-1.6,-14
O=C(CCS(=O)(=O)c1ccccc1)Nc1ccc(S(=O)(=O)Nc2ncccn2)cc1,-13,1,1,14,0.4%,29,-4,1.0,3
COc1ccc(-n2nc(C(=O)NCCCOC(C)C)c3c4ccccc4n(C)c3c2=O)cc1,1,-3,1,16,22%,-1,2,0.1,·
COc1cc(SC)ccc1C(=O)NCCCn1ccnc1,2,-10,1,4,0.2%,5,-3,0.0,-4
CCOC(=O)C1=C(CSc2nc3c(cc2C#N)CN(C)CC3)OC(N)=C(C#N)C1c1ccc(Cl)cc1 (stereo not drawn),-3,-1,2,7,11%,3,-4,0.4,7
CSC1=C(C#N)C(c2cccs2)CC(=O)N1C (stereo not drawn),·,19,2,-5,1.2%,10,3,-0.8,-1
CCNC(=S)N/N=C/c1ccc(OCC(=O)Nc2ccc(C)cc2)cc1,1,-11,1,0,0.1%,-8,-3,·,·
CCN(C(=O)c1ccc2c(SCC(=O)O)c3c(nc2c1)CCC3)c1cc(Cl)ccc1OC,-1,5,0,20,1.2%,6,8,0.2,5
S=C(c1cn(CCOc2cccc3ccccc23)c2ccccc12)N1CCCC1,-15,0,2,8,1.6%,-9,3,0.9,-17
CNC(=O)c1cccc(NC(=O)c2ccccc2OCc2ccccc2)c1,-8,7,1,1,24%,-2,-6,0.1,-7
CN1C(C(=O)c2ccccc2)=C(NC(=O)c2ccc(F)cc2)c2ccccc2S1(=O)=O,-20,20,2,8,3.8%,-2,1,-2.1,·
Cc1c(NC(=S)NC(=O)C2CCCCC2)c(=O)n(-c2ccccc2)n1C,·,6,3,3,3.4%,3,-8,0.8,4
COc1ccccc1CCC(=O)Nc1cccc(S(=O)(=O)N2CCCC2)c1,-1,-1,4,·,1.0%,0,-7,·,·
COC(=O)c1ccc(NC(=O)CC2C(=O)N(c3ccc(Cl)cc3)C(=O)N2Cc2cccs2)cc1 (stereo not drawn),-3,-13,1,1,1.8%,3,-3,0.7,·
O=C(O)C1CCCCC1C(=O)NCCc1ccncc1 (stereo not drawn),-11,-1,-1,-2,2.0%,-1,0,0.2,-4
Cc1cccc(C)c1-n1ncc(C(=O)NCCCN2CCCCC2)c1C1CCN(C(=O)OC(C)(C)C)CC1,0,40,8,4,-1.9%,-7,32*,2.2,·
COc1ccccc1/C=C1\N=C(C(C)(C)C)OC1=O,6,2,4,-2,-0.4%,-9,-4,0.1,-15
Cc1cc(C)n(CC(=O)c2ccc(Cl)cc2)n1,-21,7,1,39*,2.7%,5,0,-0.2,12
Cc1ccc(/C=N/NC(=O)CN2CCN(Cc3ccccc3)CC2)o1,-4,9,1,-11,1.2%,-2,-1,0.0,5
CCOc1ccccc1N1CCN(C(=O)NCc2ccc(Cl)cc2)CC1,-6,16,3,25,-1.0%,1,-2,-2.0,6
CCCCCc1cc(O)c2c(C)cc(=O)oc2c1,1,-10,108*,-4,12%,-14,-18,14,13
CCCCC(=O)NC1(C(F)(F)F)C(=O)N(Cc2ccco2)C(C)=C1C(=O)OC (stereo not drawn),34,4,2,3,0.0%,4,-3,0.3,-5
CO/N=C(\CS(=O)(=O)Cc1ccc(OC)cc1)c1ccc(Cl)cc1,-9,-19,0,-2,2.1%,1,-3,-0.4,-8
O=C(CSc1nnc(CNC(=O)c2c(F)cccc2Cl)o1)NCCc1ccccc1,3,13,1,-1,-0.4%,1,-2,0.9,-1
O=C(N/N=C/c1cccnc1)c1[nH]ncc1Br,-8,5,0,10,1.6%,3,-3,0.8,4
O=C(Nc1ccc(Br)cc1F)C1CC(=O)N(C2CCCCC2)C1 (stereo not drawn),-15,-24,2,3,-0.1%,1,-5,2.2,10
CCCCNCc1cc(Br)c(OCC(=O)NCc2ccccc2)c(OC)c1,-4,8,14,-1,1.6%,-2,-1,1.5,-8
Cn1c(=O)c2c(ncn2CC(=O)N2CCN(S(=O)(=O)c3ccccc3)CC2)n(C)c1=O,1,13,1,-3,13%,1,-2,1.4,-1
Cc1cc2n(c(=O)c1C#N)CCCN2c1ccccc1,11,1,1,3,2.1%,-4,0,-0.3,20
CCc1ccccc1NC(=O)CSc1nc2n[nH]c(C)c2c(=N)n1-c1cccc(OC)c1,-1,-3,3,8,2.5%,0,-7,-0.5,0
O=C(c1cc2c(s1)-c1ccccc1OC2)N1CCCC1,?,-12,2,-2,4.1%,-2,17,-0.2,2
Cc1ccccc1C1=NC(C(F)(F)F)(C(F)(F)F)c2c(n(-c3ccc(F)cc3)c(=O)[nH]c2=O)N1,·,11,3,1,-1.2%,7,2,4.6,5
Cc1nn(CC(=O)NC2CCC(C)CC2)c(C)c1[N+](=O)[O-] (stereo not drawn),-1,2,1,4,1.6%,-1,5,0.8,-7
O=C(Nc1ccc(Cl)c(S(=O)(=O)N2CCOCC2)c1)c1ccc2c(c1)OCCO2,-13,-2,7,-6,-1.2%,-6,-1,-1.0,5
# Continued:
SMILES,RXFP1 antagonist,D1 antag,D1 agonist,D2 potentiator,RXFP1 agonist,TRHR enhancer,D1 potentiator,D2 agonist,D2 antag
CC(Cc1nnc(SCC(=O)O)n1N)c1ccccc1 (stereo not drawn),7,4,10,0,0.0%,9,-2,-0.1,-7
CCCCN1C(=O)C(=O)N(CC(=O)Nc2cc(OCC)c(N3CCOCC3)cc2OCC)C1=O,-4,3,2,8,1.1%,-1,-6,-0.4,12
Cc1cc(NC(=O)c2cccn2-c2nnc(N3CCCCC3)s2)ccc1Br,-27,16,7,·,0.7%,0,-1,-0.2,·
CC(C)(C)c1nnc(NC(=O)C2c3ccccc3Oc3ccccc32)s1,-9,29,9,17,0.2%,19,-2,-0.7,-9
OCC1(Cc2ccccc2)CCN(Cc2ccc(-c3ccco3)cc2)CC1,-6,5,8,·,-1.2%,28,3,·,·

# Structures listed so far containing an aryl methoxy group (12):
SMILES,RXFP1 antagonist,D1 antag,D1 agonist,D2 potentiator,RXFP1 agonist,TRHR enhancer,D1 potentiator,D2 agonist,D2 antag
COc1cccc(C(=O)N2CCN(Cc3ccco3)CC2)c1OC,-6,-18,2,-4,2.9%,1,2,0.7,-3
COc1cccc(CNC(=O)CCS(=O)(=O)c2ccc3c(c2)NC(=O)CO3)c1,2,-7,5,-14,0.0%,3,9,1.1,-8
COc1ccc(OC)c(CN2CCN(CCCc3ccccc3)C(CCO)C2)c1 (stereo not drawn),0,21,-3,-35,-1.0%,3,-4,0.8,69*
COc1ccc(NC(=O)Cc2nnc(N)s2)cc1,-12,-4,3,23,1.3%,-3,0,0.2,17
COc1ccc(-n2nc(C(=O)NCCCOC(C)C)c3c4ccccc4n(C)c3c2=O)cc1,1,-3,1,16,22%,-1,2,0.1,·
COc1cc(SC)ccc1C(=O)NCCCn1ccnc1,2,-10,1,4,0.2%,5,-3,0.0,-4
CCN(C(=O)c1ccc2c(SCC(=O)O)c3c(nc2c1)CCC3)c1cc(Cl)ccc1OC,-1,5,0,20,1.2%,6,8,0.2,5
COc1ccccc1CCC(=O)Nc1cccc(S(=O)(=O)N2CCCC2)c1,-1,-1,4,·,1.0%,0,-7,·,·
COc1ccccc1/C=C1\N=C(C(C)(C)C)OC1=O,6,2,4,-2,-0.4%,-9,-4,0.1,-15
CO/N=C(\CS(=O)(=O)Cc1ccc(OC)cc1)c1ccc(Cl)cc1,-9,-19,0,-2,2.1%,1,-3,-0.4,-8
CCCCNCc1cc(Br)c(OCC(=O)NCc2ccccc2)c(OC)c1,-4,8,14,-1,1.6%,-2,-1,1.5,-8
CCc1ccccc1NC(=O)CSc1nc2n[nH]c(C)c2c(=N)n1-c1cccc(OC)c1,-1,-3,3,8,2.5%,0,-7,-0.5,0

# High-throughput results (PubChem)

# An excerpt; count on the stated rates, not on these rows.
